CRE-bla Fsk: Cell signaling CRE-BLA (Fsk stim) | CHO CRE-bla reporter (cAMP response element driving beta-lactamase), forskolin EC10, beta-lactamase ratio | Potency, µM (top dose mostly 38.2 µM), inactives show at the highest dose activity change, negative = inhibition, usual class: activators | 2.5% of 71,000 active | AID 662, 2007; active means well fitted activation curve with a large enough effect in the signal ratio, with a control signal flat, not every such curve was filed as active; inconclusive means small, poorly fitted or top-dose-only effect, or effect the other way, or a change in a side signal; the % refers to the signal ratio; further: potency means the concentration at half of the fitted maximal effect; % of control where 0% means no effect
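CRE-bla CHO reporter cells treated with compound titration plus EC10 NKH 477 (water-soluble forskolin), incubated 3 h at 37 °C; CCF4 loading 2 h at room temperature, 460/530 nm emission ratio read, AC50 values derived for positive or negative modulators.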
Tau fil binding: qHTS Assay for Tau Filament Binding; Microtubule-associated protein tau (Homo sapiens), P10636; 2% of 71,000 active; Potency, µM (titrated, usually from 57.1 µM), for inactives: top-dose activity change, negative = inhibition; AID 596, 2007; recombinant tau filaments, thioflavin S fluorescence, 15 h; filaments grown with octadecylsulfate alongside compound;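 further: potency means the concentration at half of the fitted maximal effect; on the % scale 0 is the no-effect control and ±100 the full control effect; actives lower thioflavin S fluorescence by blocking filaments or displacing dye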
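Assay mix: 1 uM His-tagged tau, 30 uM sodium octadecylsulfate, thioflavine S dye in HEPES/NaCl/DTT buffer. Compound is added prior to the inducer. Fluorescence after 15 h at 37 C.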
A350 autofl: qHTS Assay for Spectroscopic Profiling in A350 Spectral Region | Compound autofluorescence, 340/450 nm, Alexa 350 dye-equivalents; active compounds read high | max dye-equivalent concentration, M | 11% of 59,000 active | AID 590, 2007; in the data active means max dye-equivalent concentration above about 10 nM; inconclusive means mostly about 1.1 nM to 9.6 nM
HEK293 cAMP cs: qHTS Assay for Agonists of the Thyroid Stimulating Hormone Receptor: Activators of Intracellular cAMP Concentrations in Parental HEK 293 | parental HEK293 CNG cAMP sensor, membrane potential fluorescence | Potency, µM (highest dose often 57.1 µM), for the others: at the top dose activation, hits mostly activators | 2.5% of 73,000 active; further: potency means the concentration at half of the fitted maximal effect; % of control where 0% means no effect; nearly all actives have a fitted effect of over 55% in size
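Counterscreen for endogenous-receptor signalling: CNG-channel HEK 293 cells report cAMP rise by membrane depolarization. After 60 min dye equilibration with 100 uM RO 20-1724, compounds incubated 30 min before bottom-read fluorescence at 590 nm.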
USP2a inhib: qHTS Assay for Inhibitors of Ubiquitin-specific Protease USP2a | Ubiquitin carboxyl-terminal hydrolase 2 (Homo sapiens), O75604 | USP2a enzymatic assay, qHTS inhibition | Potency, µM (titrated, usually from 38.3 µM), for inactives: top-dose activity change, negative = inhibition, most hits filed as inhibitors | 0.1% of 60,000 active | AID 927, 2007;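 further: potency means the concentration at half of the fitted maximal effect; nearly all actives have a fitted effect of over 60% in size; plate controls were DMSO for no effect and NEM full inhibition control for full effect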
Target sequence (O75604 whole entry, looked up): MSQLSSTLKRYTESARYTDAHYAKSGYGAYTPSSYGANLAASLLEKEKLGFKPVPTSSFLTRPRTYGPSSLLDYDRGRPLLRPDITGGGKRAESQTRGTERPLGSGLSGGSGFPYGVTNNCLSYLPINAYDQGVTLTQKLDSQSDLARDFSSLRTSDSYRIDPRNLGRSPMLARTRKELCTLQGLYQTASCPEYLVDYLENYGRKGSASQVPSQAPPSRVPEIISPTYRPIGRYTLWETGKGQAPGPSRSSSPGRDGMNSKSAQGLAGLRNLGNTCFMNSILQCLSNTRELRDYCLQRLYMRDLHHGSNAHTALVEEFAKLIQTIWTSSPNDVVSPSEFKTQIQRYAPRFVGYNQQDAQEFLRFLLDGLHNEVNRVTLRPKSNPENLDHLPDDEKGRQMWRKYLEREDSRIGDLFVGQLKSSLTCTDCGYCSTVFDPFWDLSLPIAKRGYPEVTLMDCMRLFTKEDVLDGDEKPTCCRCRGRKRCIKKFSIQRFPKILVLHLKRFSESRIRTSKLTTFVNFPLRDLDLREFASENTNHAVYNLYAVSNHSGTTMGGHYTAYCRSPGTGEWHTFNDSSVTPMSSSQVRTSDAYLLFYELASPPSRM
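USP2 core (20 nM final) was preincubated with compound for 30 min at RT in 20 mM Tris-HCl pH 8.0, 2 mM CaCl2, 2 mM beta-mercaptoethanol; Ub-PLA2 (20 nM) plus NBD C6-HPC (20 uM) then added, fluorescence read after 2.5 h.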
BRCT PPI red: qHTS Assay for Inhibitors of BRCT-Phosphoprotein Interaction (Red Fluorophore). Breast cancer type 1 susceptibility protein (Homo sapiens), P38398. BRCT-phosphopeptide binding, red fluorescence polarization. Potency, µM (highest dose often 76.9 µM), inactives show top-dose activity change, negative = inhibition, actives largely listed as inhibitors. 0.03% of 75,000 active. AID 892, 2007; further: on the % scale 0 is the no-effect control and ±100 the full control effect
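Rhodamine-labelled pBACH1 10-mer (100 nM) bound to BRCT domain (100 nM) at pH 7.3; compounds incubated 12 min room temperature, polarization read. Free peptide defines full inhibition; unlabelled decapeptide titrated as control.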
Casp7 inh: qHTS Assay for Allosteric/Competitive Inhibitors of Caspase-7; Potency, µM (doses to about 57.5 µM), inactives show at the top dose activity change, negative = inhibition, most hits filed as inhibitors; AID 889, 2007; 0.02% of 75,000 active; recombinant caspase-7, Ac-DEVD-AFC fluorescence rate; active means well fitted inhibition curve with a large enough effect in the main read-out, with a control signal flat, not every such curve was filed as active; inconclusive means small, poorly fitted or top-dose-only effect, or a change in a side signal; further: potency means the concentration at half of the fitted maximal effect; % of control where 0% means no effect
Target sequence (P55210 24-198 limits assumed): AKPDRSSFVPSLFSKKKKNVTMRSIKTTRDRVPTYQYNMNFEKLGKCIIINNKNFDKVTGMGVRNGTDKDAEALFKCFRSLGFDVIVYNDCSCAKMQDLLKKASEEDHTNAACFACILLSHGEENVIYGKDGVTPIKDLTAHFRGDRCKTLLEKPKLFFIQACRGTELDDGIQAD
Target sequence (P55210 207-303 limits assumed): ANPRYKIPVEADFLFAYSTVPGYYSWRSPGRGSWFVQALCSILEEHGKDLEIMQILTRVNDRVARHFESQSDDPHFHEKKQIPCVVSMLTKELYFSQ
ERK AVP block: qHTS Assay for Inhibitors of the ERK Signaling Pathway using a Homogeneous Screening Assay; HEK293-V1b, vasopressin-stimulated pERK AlphaScreen; Potency, µM (doses to about 57.5 µM), for inactives: at the highest dose activity, negative = inhibition, most hits filed as inhibitors; 0.99% of 72,000 active; AID 995, 2007; further: potency means the concentration at half of the fitted maximal effect; on the % scale 0 is the no-effect control and ±100 the full control effect; nearly all actives have a fitted effect of over 55% in size
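HEK293 cells stably expressing V1b receptor, seeded overnight in 1% FBS, were treated with compounds for 30 min at 37C, then stimulated 5 min with 25 nM vasopressin; phospho-ERK read by AlphaScreen SureFire after lysis.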
Caspase-1 inhib: qHTS Assay for Allosteric/Competitive Inhibitors of Caspase-1; Potency, µM (highest dose often 57.5 µM), for the others: at the top dose activity change, negative = inhibition, hits mostly inhibitors; AID 900, 2007; 0.03% of 75,000 active; Caspase-1 enzyme, Ac-WEHD-AFC fluorogenic rate; P29466;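 further: potency means the concentration at half of the fitted maximal effect; plate controls were vehicle for no effect and no substrate for full effect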
BRCT inh green: qHTS Assay for Inhibitors of BRCT-Phosphoprotein Interaction (Green Fluorophore). Breast cancer type 1 susceptibility protein (Homo sapiens), P38398. 0.05% of 75,000 active. Potency, µM (series often up to 76.9 µM), for inactives: at the top dose activity change, negative = inhibition, hits mostly inhibitors. BRCA1 BRCT-phosphopeptide binding, green fluorescence polarization;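 further: potency means the concentration at half of the fitted maximal effect; plate controls were peptide without protein for full effect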
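Compounds were incubated for 12 min at room temperature with a complex of 100 nM fluorescein-tagged pBACH1 decapeptide and 250 nM His-tagged BRCT protein. Buffer was phosphate pH 7.3 with EDTA, DTT and Tween 20. Disruption of binding lowers the polarization signal.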
FLuc inh: qHTS Assay for Inhibitors of Firefly Luciferase. 2.2% of 72,000 active. purified firefly luciferase, luminescence, 8 min. Potency, µM (titrated, usually from 57.1 µM), for the others: at the highest dose activity change, negative = inhibition, hits mostly inhibitors. Luciferin 4-monooxygenase (Photinus pyralis), P08659; further: potency means the concentration at half of the fitted maximal effect; on the % scale 0 is the no-effect control and ±100 the full control effect; nearly all actives have a fitted effect of over 40% in size
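Inhibition of light generation by firefly luciferase from ATP and luciferin was profiled with concentration-response curves per sample, ATP held at 10 uM within the enzyme's linear range. Plates were read by luminescence after an 8-minute ambient incubation.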
Starred values were filed as active, the others as inactive; i = inactive; ? = inconclusive; / = no result given; [ ] = remark or other dose. Unless noted, the call rests on the fitted dose curve; in most records, active means well fitted curve in the direction sought with a large enough effect; inconclusive means small, poorly fitted or top-dose-only effect, or another doubt; inactive means no such curve, though single readings can be large; an effect the other way counts as inactive or inconclusive. Rows are unselected; about 16% have a hit in one of these screens.

SMILES	CRE-bla Fsk	FLuc inh	ERK AVP block	A350 autofl	Caspase-1 inhib	Tau fil binding	USP2a inhib	HEK293 cAMP cs	Casp7 inh	BRCT PPI red	BRCT inh green
COc1ccc(S(=O)(=O)N(C)C2CCS(=O)(=O)C2)cc1OC (stereo unspecified)	20%	2%	0%	i	-1%	17%	1%	4%	1%	-2.5%	-0.7%
Cc1cccc(OCC(O)Cn2c(NCc3cccnc3)nc3c2c(=O)[nH]c(=O)n3C)c1 (stereo unspecified)	7%	2%	-10%	?	0%	-11%	12%	-5%	-2%	-0.5%	-4.2%
COc1ccc(NC(=O)c2ccc(OC)cc2)cc1	5%	2µM*	2%	/	-2%	8%	5%	9%	0%	0.3%	0.3%
CC(=O)O[C@H]1CC[C@@]2(C)[C@@H](CC[C@H]3[C@H]2CC(=O)[C@@]2(C)[C@@H]3C[C@H]3CC(C)=CC(=O)[C@H]32)C1	6%[7.6 µM]	3%[11.4 µM]	23%[11.5 µM]	i	0%[11.5 µM]	100%[11.4 µM]	/	-9%[11.4 µM]	-4%[11.5 µM]	0.2%[15.4 µM]	-0.5%[15.4 µM]
O=C(O)c1cn[nH]c1-n1cnnn1	-2%	-1%	11%	i	2%	1%	-3%	1%	9%	-3.4%	-2.4%
Cc1ccc(OCC(=O)NCCO)cc1C	21%[7.6 µM]	1%	-5%	/	-2%	1%[11.4 µM]	-2%[7.66 µM]	3%[11.4 µM]	0%	0.7%	-0.8%
Cc1ccc(C(=O)NCc2nnc(SCC(=O)Nc3sc4c(c3C#N)CCCC4)n2C)cc1	4%	-4%	-17%	i	-3%	i	56%[activator]	-14%	-6%	0.7%	-1.0%
COc1ccc(S(=O)(=O)N2CCC(C(=O)N3CCc4ccccc4C3)CC2)cc1OC	?	2%	-18%	/	-4%	-2%[11.4 µM]	54%[activator][7.66 µM]	?	-2%	-0.3%	-1.5%
O=C(c1ccncc1)N1CCC[C@@]2(CCN(c3ccccc3)C2)C1	-1%	2%[11.4 µM]	3%	i	-6%	2%	31%[activator]	16%	-9%	-1.3%	-4.8%
Cc1cc(NC(=O)c2noc3c2CCc2ccccc2-3)n(-c2ccccc2)n1	2%	3%	5%	/	-3%	353%	/	0%	1%	-0.1%	-3.9%
Cc1ccc2[nH]c(=O)c3cc(C(=O)N(C)Cc4ccco4)sc3c2c1	10µM*	-4%	-24%	/	-8%	154%	/	23%	-8%	-0.8%	5.0%
CC(OC(=O)c1cccs1)C(=O)NCc1ccccc1 (stereo unspecified)	-2%	0%	-11%	i	-2%	-10%	/	?	2%	0.1%	-0.7%
O=C(CCn1cccc1)N1CCc2ccccc21	/	/	/	/	-3%	/	/	0%	-3%	-1.1%	-3.7%
CCOC(=O)c1cc(C)n(Cc2ccccc2)c1C	11%	-2%	-4%	i	1%	-6%	-7%	?	-2%	-0.9%	-2.5%
O=C(Nc1cccc(Cl)c1Cl)C1CCN(c2ncccn2)CC1	-9%	1%	-5%	i	0%	4%	0%	0%	-4%	1.4%	-2.3%
Cc1ccc(C(C)C)c(OCCN)c1	-5%	7%	-14%	i	0%	-26%	2%	-2%	1%	-0.1%	2.0%
CC(C)Cc1cc(-c2ccco2)c(C#N)c(N)n1	1.6µM*	0%	-18%	/	-7%	-1%	17%	?	-8%	-0.2%	-14%
OCCCNCc1ccccn1	8%[7.6 µM]	4%[11.4 µM]	-9%[11.5 µM]	i	-1%[11.5 µM]	-1%[11.4 µM]	/	-7%[11.4 µM]	0%[11.5 µM]	-2.7%[15.4 µM]	-3.8%[15.4 µM]
CC(=O)c1cc2ccccc2oc1=O	-4%[17.1 µM]	-2%[25.5 µM]	-5%[25.7 µM]	1.3e-08M*	1%[25.7 µM]	0%[25.6 µM]	-9%[17.1 µM]	-9%[25.6 µM]	3%[25.7 µM]	0.7%[34.4 µM]	0.0%[34.4 µM]
CCc1nn2c(=O)cc(N3CCN(c4cc(C)nc5ccccc45)CC3)nc2s1	-2%	1%	-20%	?	0%	4%	-1%	4%	0%	-2.6%	0.9%
O=C(c1cccs1)N(Cc1cccc(Cl)c1)C1CCS(=O)(=O)C1 (stereo unspecified)	-2%	2%	-5%	i	0%	-3%	9%	22%	-1%	1.0%	0.4%
CCN(CCCNc1ncnc2nc[nH]c12)c1cccc(C)c1	?	0%	/	/	1%	203%	/	?	3%	0.9%	-0.6%
CCC(=O)Nc1ccc(Cl)c(NC(=O)c2ccc(Br)o2)c1	14%	0%	-24%	i	-1%	8%	23%	3%	1%	-1.9%	2.4%
O=C(CN1C(=O)C2CC=C(Cl)CC2C1=O)N1CCOCC1 (stereo unspecified)	2%	1%	-1%	i	1%	1%	-1%	7%	0%	0.0%	1.5%
CCOC(=O)/C=C1\NC(C)(C)Cc2cc(OC)c(O)cc21	?	0%	-6%	i	-1%	1%	22%	1%	-2%	-0.8%	-2.2%

Two compounds drawn at random from the list so far:
SMILES	CRE-bla Fsk	FLuc inh	ERK AVP block	A350 autofl	Caspase-1 inhib	Tau fil binding	USP2a inhib	HEK293 cAMP cs	Casp7 inh	BRCT PPI red	BRCT inh green
CCc1nn2c(=O)cc(N3CCN(c4cc(C)nc5ccccc45)CC3)nc2s1	-2%	1%	-20%	?	0%	4%	-1%	4%	0%	-2.6%	0.9%
O=C(c1ccncc1)N1CCC[C@@]2(CCN(c3ccccc3)C2)C1	-1%	2%[11.4 µM]	3%	i	-6%	2%	31%[activator]	16%	-9%	-1.3%	-4.8%

Later entries:
SMILES	CRE-bla Fsk	FLuc inh	ERK AVP block	A350 autofl	Caspase-1 inhib	Tau fil binding	USP2a inhib	HEK293 cAMP cs	Casp7 inh	BRCT PPI red	BRCT inh green
O=C(Nc1ccc2c(c1)oc1ccccc12)N1CCOCC1	-1%	20µM*	10%	i	1%	3%	-6%	-11%	0%	0.4%	-0.9%
Nc1ccc(C(=O)c2ccccc2C(=O)O)cc1Cl	-5%	0%	-11%	i	0%	0%	2%	6%	1%	-2.9%	-0.2%
O=C(CCSc1nc(-c2ccco2)cc(C(F)(F)F)n1)N1CCCc2ccccc21	14%	2%	-4%	i	-2%	-21%	-4%	?	-4%	-0.2%	5.8%
COC(=O)[C@H](CC(C)C)NC(=O)Nc1ccc2c(c1)OCCO2	-3%	-4%	-8%	?	-1%	-5%	-6%	-2%	-1%	-0.1%	-3.8%
CCn1c(SCC(=O)N2CCc3ccccc32)nc2c(c1=O)SC(C)C2 (stereo unspecified)	22%	2%	/	/	-9%	4%	/	-4%	-7%	0.1%	5.2%
CCN1C(=O)c2cccc3c(S(=O)(=O)Nc4c(C)n(C)n(-c5ccccc5)c4=O)ccc1c23	-2%	-1%	-21%	i	-3%	-6%	12%	6%	-3%	0.5%	-2.0%
O=C(c1nn2c(C(F)(F)F)cc(-c3ccccc3)nc2c1Cl)N1CCOCC1	?	2%	2%	i	-3%	-10%	44%[activator]	8%	0%	-2.5%	1.2%
Cc1cc(C)nc(N2CCN(c3nc(C)cc(C)n3)CC2)n1	7%	3%	9%	3.3e-08M*	-2%	4%	2%	0%	0%	-2.1%	-1.1%
CCCCC(=O)Nc1ccc(C(=O)N2CCCC(C(=O)OCC)C2)cc1 (stereo unspecified)	20%	1%	-11%	i	1%	-11%	0%	8%	0%	-0.9%	-1.3%
COc1cc(NS(=O)(=O)c2ccc(NC(=O)c3ccc(C)o3)cc2)nc(OC)n1	1%	1%	-11%	?	0%	0%	-3%	1%	2%	-1.6%	-1.8%

Filtered by structure: the entries above with an aryl thioether with sulfur outside any ring
SMILES	CRE-bla Fsk	FLuc inh	ERK AVP block	A350 autofl	Caspase-1 inhib	Tau fil binding	USP2a inhib	HEK293 cAMP cs	Casp7 inh	BRCT PPI red	BRCT inh green
Cc1ccc(C(=O)NCc2nnc(SCC(=O)Nc3sc4c(c3C#N)CCCC4)n2C)cc1	4%	-4%	-17%	i	-3%	i	56%[activator]	-14%	-6%	0.7%	-1.0%
O=C(CCSc1nc(-c2ccco2)cc(C(F)(F)F)n1)N1CCCc2ccccc21	14%	2%	-4%	i	-2%	-21%	-4%	?	-4%	-0.2%	5.8%
CCn1c(SCC(=O)N2CCc3ccccc32)nc2c(c1=O)SC(C)C2 (stereo unspecified)	22%	2%	/	/	-9%	4%	/	-4%	-7%	0.1%	5.2%
